High-throughput results from PubChem.
H9c2 protect: cardioprotection against H2O2-induced cell death, primary screen, uHTS, H9c2 cells, ATPLite luminescence; protection from H2O2 cell death, % at 20 µM; AID 588492, 2011; H9c2 cardiomyocytes, H2O2 injury protection, 2 h; hit rate 0.63% among 360,000;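 active = compounds giving at least 50% protection of heart cells from peroxide-induced death in the single-dose screen, raw or plate-pattern-corrected value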;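 note: 0% = DMSO wells with peroxide and 100% = DMSO wells without peroxide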
aDG glyco up: activators of alpha-DG glycosylation, primary screen, uHTS, Pro5-aDG cells, AlphaScreen. alpha-DG glycosylation AlphaScreen (IIH6); 0% Pro5, 100% B10-LARGE cell signal. activation, % at 10 µM. AID 624168, 2012. hit rate 0.22% among 360,000;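 active = activation of at least 8% versus controls, or a plate z-score of at least 8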;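 note: Pro5 are CHO cells carrying HIG-tagged alpha-DG that lacks glycosylation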
PDI turbidity: inhibitors of human PDI, primary screen, biochemical, turbidity, single point, plate reader; inhibition, % at 10 µM; hit rate 0.052% among 350,000; Protein disulfide-isomerase (Homo sapiens), P07237; PDI insulin aggregation turbidity, A650, 90 min;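 active = mean inhibition across replicates of 30% or more, whatever share of single replicates reach that level; inconclusive = mean inhibition below 30% while every single replicate reaches 30%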;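 note: absorbance from insulin aggregation driven by PDI reduction with DTT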
CaV13 ICDI inh: Disruptors of the CACNA1D IQ motif to Ca2+-dependent inactivation inhibitor domain association, primary screening, Förster resonance energy transfer in intact living …; HEK cells, CFP/YFP FRET ICDI-IQ, plate reader, 10 min; percent FRET-ratio fall versus neutral wells; hit rate 0.098% among 340,000; inhibition, % at 12.3 µM;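 active = mean replicate inhibition of at least 30% and at least 1% of replicates passing that level; inconclusive = only one of the two criteria is met; inactive = neither criterion is met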;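 note: 0% = median of the neutral control wells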
ABCB6 inh MLPCN: ABCB6 transporter inhibitors, primary screen, K562-ABCB6 cells, flow cytometry, MLPCN library; fluorescence ratio to DMSO, % at 10 µM; K562-ABCB6 porphyrin accumulation, 1 h; active compounds read low; hit rate 0.19% among 360,000;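 active = fluorescence ratio to DMSO below 75%, the collection mean minus 3 SD; inconclusive = too few cells collected in the well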;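 note: signal is porphyrin accumulated inside mitochondria; 100% equals median channel fluorescence of DMSO control wells; lower ratio means ABCB6 inhibition with less porphyrin fluorescence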
Target sequence (Q9NP58 whole entry, looked up): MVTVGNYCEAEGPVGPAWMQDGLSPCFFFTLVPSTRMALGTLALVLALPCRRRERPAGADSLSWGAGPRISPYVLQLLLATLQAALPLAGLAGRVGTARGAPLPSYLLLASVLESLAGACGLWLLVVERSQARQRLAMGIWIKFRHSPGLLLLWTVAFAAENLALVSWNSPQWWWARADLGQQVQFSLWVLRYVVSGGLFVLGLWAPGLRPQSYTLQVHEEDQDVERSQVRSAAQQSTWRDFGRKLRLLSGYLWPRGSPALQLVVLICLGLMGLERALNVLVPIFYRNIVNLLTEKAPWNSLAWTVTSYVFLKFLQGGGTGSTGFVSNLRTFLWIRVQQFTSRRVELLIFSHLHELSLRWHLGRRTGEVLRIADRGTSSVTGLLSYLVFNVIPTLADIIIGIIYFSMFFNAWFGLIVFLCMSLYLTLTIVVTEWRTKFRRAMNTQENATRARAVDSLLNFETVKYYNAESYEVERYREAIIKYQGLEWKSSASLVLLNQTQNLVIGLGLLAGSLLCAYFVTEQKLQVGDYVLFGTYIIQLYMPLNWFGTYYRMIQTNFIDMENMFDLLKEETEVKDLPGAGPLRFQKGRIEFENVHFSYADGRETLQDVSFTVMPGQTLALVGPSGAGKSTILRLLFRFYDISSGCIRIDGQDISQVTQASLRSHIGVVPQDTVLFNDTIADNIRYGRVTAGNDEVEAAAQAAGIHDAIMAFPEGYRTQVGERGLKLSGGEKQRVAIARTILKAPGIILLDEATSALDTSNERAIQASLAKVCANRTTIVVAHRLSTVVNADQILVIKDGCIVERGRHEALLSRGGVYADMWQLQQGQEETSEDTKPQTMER
HTR2A ag: mouse Htr2a agonists via beta-arrestin recruitment, primary screen, cell-based, luminescence; 5-hydroxytryptamine receptor 2A (Mus musculus), P35363; hit rate 0.66% among 360,000; CHO-K1 mHTR2A beta-arrestin complementation; percent of 30 µM serotonin response; activation, % at 7.6 µM; AID 624169, 2012;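 active = activation above a run cutoff, the mean activation of all tested compounds plus 3 SD, cut at about 14% in these data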;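 note: 0% = plate median of compound wells and 100% = 30 µM serotonin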
Exocytosis inh: LAMP-1 surface exposure blockers, TALL-104 cells – cell-based, flow cytometry, MLPCN library, primary screen; TALL-104 LAMP-1 surface exposure; cells stimulated with thapsigargin and PMA; inhibition, % at 10 µM; hit rate 0.66% among 360,000; AID 651702, 2012;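 active = inhibition above about 55%, limit read from the data; inconclusive = no clear call, values can overlap the other calls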
hiPSC survival: enhancers of single-cell hiPSC survival, primary screen, ATPlite luminescence; AID 602274, 2012; hit rate 0.044% among 360,000; 100% = ROCK inhibitor wells, 0% = DMSO; survival enhancement, % at 20 µM; in the data active = survival enhancement above about 18%;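 note: cells exposed to compounds for 16 hours before the ATP read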
Vif inh: HIV Vif self-association inhibitors, primary screen, imaging, HEK293T, single point. HEK293T cells, Vif self-association by quenched fluorescence, 24 h. inhibition, % at 7.49 µM. hit rate 0.35% among 340,000. AID 602346, 2012; in the data active = inhibition above about 50%, passing the limit was not always enough; inconclusive = no clear call, values can overlap the other calls; inactive = below about 31%; note: some results filed as inactive read as strong as hits
Glyco luc inh: increase of ERlucT glycosylation luciferase signal, primary screen, N-linked glycosylation inhibitor project, D54 ERlucT cells, luminescence, set 2. hit rate 0.23% among 360,000. AID 588692, 2011. D54 ERlucT glycosylation luciferase reporter, 24 h; percent of 100 nM tunicamycin response. reporter increase, % at 12.5 µM;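 active = mean luciferase reporter signal, scaled so untreated is 0 and the glycosylation-blocking control 100, at or above a set limit in every replicate; inconclusive = mean reaches the limit but not every replicate does; inactive = mean below the limit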;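 note: luciferase carries N-glycosylation sites so blocking glycosylation raises the light; 0% = median of neutral control wells and 100% = median of 100 nM tunicamycin wells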
* hit, by the source's call; ? = inconclusive; . = not tested or not shown.

Values in the order: H9c2 protect	aDG glyco up	PDI turbidity	CaV13 ICDI inh	ABCB6 inh MLPCN	HTR2A ag	Exocytosis inh	hiPSC survival	Vif inh	Glyco luc inh
1: CCN(c1ccccc1)S(=O)(=O)c1ccc(Oc2ccc(-n3ccnc3)cc2)nc1
  1	0.3	-1	.	94	-1	-3	4.7	24	-10
2: COC(=O)c1cc(=O)n(CCc2ccccc2F)c(=Nc2ccc(F)c(Cl)c2)s1
  -19	-0.4	.	-5	99	2	-3	-3.8	3	?
3: CCOC(=O)N1CCN(S(=O)(=O)N2CCCC(C(=O)NCc3ccc(OC)cc3OC)C2)CC1 (stereo unspecified)
  0	-0.4	-1	-7	108	7	3	-0.4	7	0
4: O=C1NC[C@H](CCCCN2C[C@H](Cc3ccccc3)N(CC3CCCCC3)C(=O)C2=O)N(CCc2ccccc2)C1=O
  .	0.0	.	-4	99	1	2	-0.3	.	.
5: CC(=O)Oc1ccccc1C(=O)NC(C)CCc1ccccc1 (stereo unspecified)
  2	0.1	-3	-4	97	0	2	0.7	7	-1
6: Cn1c(=O)c2c(nc(N3CCc4ccccc4C3)n2Cc2ccccc2F)n(C)c1=O
  8	0.1	1	-5	95	-5	1	9.0	5	0
7: Cc1ccc(S(=O)(=O)N2CCCC2)cc1C(=O)NCc1ccccc1CN1CCCC1
  11	0.0	-2	-4	103	-4	1	-0.1	-11	-1
8: COc1ccc(Cc2ccccc2C(=O)O)cc1
  9	0.1	-1	-7	101	5	0	6.4	7	2
9: CC(=O)Nc1ccc(CN2CCN(Cc3ccc(F)c(F)c3)C(CCO)C2)cc1 (stereo unspecified)
  5	-0.1	-10	-4	102	6	-1	0.5	-1	2
10: Cc1ccc(S(=O)(=O)N2CCN=C2SCc2cccnc2)cc1
  2	-0.5	3	3	102	5	-1	1.3	-3	1
11: O=C(NCCOc1nc(N2CCOCC2)nc(N2CCOCC2)n1)Nc1ccc(Cl)cc1
  -2	0.0	8	-6	108	2	-2	-0.6	1	0
12: CC(C)c1ccc(NC(=O)C(c2ccccc2)N2CCC3(CC2)OCCO3)cc1 (stereo unspecified)
  -10	-0.2	4	.	93	0	3	-1.0	-3	-4
13: CC1(C)COC(=S)N1CCC#N
  4	0.0	1	-10	98	0	-5	5.2	13	1
14: COc1ccc(Cc2nnc(NC(=O)c3cccc([N+](=O)[O-])c3)s2)cc1
  0	0.5	-31	-17	100	2	-3	2.0	-3	2
15: C/C(CCc1ccc2c(c1)OCO2)=N\NC(=O)c1ccccc1Br
  0	0.2	-15	0	102	-5	0	-3.7	.	-1
16: Cc1[nH][nH]c(=O)c1C=NCc1ccc(Cl)cc1
  9	-0.6	-5	6	104	0	18	-0.4	-23	-1
17: NNC(=O)COc1ccc(-c2n[nH]c(C(F)(F)F)c2-c2ccc(Br)cc2)c(O)c1
  3	-0.3	8	-16	97	-1	0	-0.4	-6	-1
18: Clc1ccc(CNc2nnnn2-c2ccccc2)c(Cl)c1
  -15	0.4	-1	-4	87	-1	-13	-2.5	3	-2
19: CC1(C(=O)Nc2ccc(F)c(Cl)c2)Cc2c(-c3cccc(C(F)(F)F)c3)ccnc2O1 (stereo unspecified)
  12	-0.2	8	-2	95	-2	-5	-1.1	1	-2
20: Cc1ccc(S(=O)(=O)NNC(=O)c2ccc3ccccc3n2)cc1
  2	-0.1	13	-3	97	-4	-7	-0.8	0	0
21: CCCCCCCCCc1nc2sc3c(c2c(=O)n1NC(=O)c1ccc([N+](=O)[O-])cc1)CC(C)(C)OC3
  -25	0.1	0	-6	93	-4	-2	-0.2	1	-3
22: CN1CCC(=C(c2ccc(Cl)cc2)c2ccccn2)CC1
  11	0.0	1	-15	99	-10	22	-0.6	8	-1
23: CCOC(=O)N1CCC(NC(=O)CSCc2nc(-c3ccccc3Cl)oc2C)CC1
  -5	1.0	2	-15	100	-6	1	-0.1	-9	2
24: CCCS(=O)(=O)c1nc(S(=O)(=O)c2ccc(C)cc2)c(N2CCCC(C)C2)s1 (stereo unspecified)
  -3	0.1	-4	-3	83	-2	0	-0.5	-2	-3
25: Cc1ccc(S(=O)(=O)NCCC(=O)OCC(=O)N(Cc2ccccc2)C(C)(C)C)cc1C
  -5	0.3	-5	-3	101	-3	4	-0.5	1	-2
26: CC(C)(C)CC(=O)Nc1cc(S(=O)(=O)N2CCCCCC2)ccc1Cl
  -8	0.2	-6	-4	102	-2	-3	1.0	0	-3
27: COc1ccc(C(=O)OCC(=O)Nc2ccc3[nH]c(=O)[nH]c3c2)cc1
  1	0.0	-4	-6	104	-8	9	-0.2	-6	0
28: COCc1cc(Sc2ccc(Br)cc2)nc(-c2ccccc2)n1
  -18	-0.1	-11	.	93	-3	0	-1.6	-4	1
29: COc1ccc(NC(=O)CSC2=NC(=O)CC(C)=N2)cc1
  1	-0.1	4	-8	90	-3	-10	2.4	7	3
30: COc1ccc(C(=O)N(Cc2nc(-c3ccc(C)cc3)no2)C2CCCCC2)cc1OC
  -13	0.0	2	.	99	-2	7	-0.5	.	1
31: COc1ccccc1-c1csc(C(C)(O)c2ccccc2)n1 (stereo unspecified)
  -8	-0.2	-13	-4	99	-2	-2	-1.4	-5	1
32: Cc1ccc(S(=O)(=O)CCC(=O)Nc2nc(-c3ccccn3)cs2)cc1
  20	1.4	9	-2	99	-11	-1	1.7	-1	-6
33: CCN(CC)Cc1nc2nc(Cl)c(Cl)nc2[nH]1
  4	0.2	3	-12	98	-1	-3	-3.1	-1	0
34: Nc1ccc(S(=O)(=O)Nc2nccc(/C=C/c3cccc(Br)c3)n2)cc1
  -1	0.2	4	-2	96	-1	-5	-0.1	.	-3
35: O=C(COC(=O)/C=C/c1ccc(F)cc1)Nc1cc(C(F)(F)F)ccc1N1CCOCC1
  5	-0.1	-1	-17	94	1	-1	0.0	-1	4
36: O=C(O)CSC1CC(=O)N(c2ccc(F)cc2)C1=O (stereo unspecified)
  7	-0.4	20	-5	89	-3	-2	1.2	0	1
37: COc1ccc(N2CCN(C(=O)c3ccc(CS(=O)Cc4ccc(C)cc4)o3)CC2)cc1 (stereo unspecified)
  4	-0.1	-9	-5	93	4	14	-0.3	-1	0
38: Cc1c(NC(=O)c2cccs2)cccc1C(=O)O
  6	0.1	3	-6	92	2	-1	-1.5	.	.
39: COCc1c(C#N)c(NCCc2ccccc2)nc(C)c1[N+](=O)[O-]
  -12	0.8	-4	-3	98	0	6	2.7	1	0
40: CC(C)CC1NC(=O)N(CC(=O)Nc2ccc3c(c2)OCCO3)C1=O (stereo unspecified)
  5	-0.1	-1	-3	107	-4	-4	-0.3	-1	2
41: O=C(Nc1cccc(Cl)c1)Nc1cccc(Cl)c1
  -32	1.7	-1	-4	93	-5	0	0.0	-9	-9
42: FC(F)(F)c1nc(N2CCCC2)ncc1-c1nnnn1-c1ccccc1
  -31	2.5	-3	-5	94	4	3	-2.7	-22	-6
43: Cc1cccc(OCc2nc3ccccc3c(=O)n2N)c1
  0	0.2	21	-4	88	1	-2	-0.1	.	-1
44: COCCNC(=O)CCSCc1ccccc1F
  4	-0.1	-12	.	88	4	-4	-2.1	16	3
45: Cc1ccc2nc(C)cc(C(=O)Nc3nccs3)c2c1
  7	-0.2	-1	5	113	3	-1	-0.2	20	1
46: CCOC(=O)N1CCN(C(=O)Cn2nc(C)n3nc(-c4ccc(OC)cc4)cc3c2=O)CC1
  2	0.2	0	-2	91	0	27	0.8	19	1
47: COc1cc(S(=O)(=O)Nc2cccc(C)c2)ccc1NC(=O)c1cccnc1
  -5	0.2	4	-6	97	-5	-2	5.3	2	-1
48: Cc1cc2ccccc2nc1SCC(=O)NC1CCCCC1
  3	-0.1	0	-4	101	1	-2	-0.4	-1	-3
49: O=C(Cc1ccc(Cl)cc1)NCCS(=O)c1ccc(Cl)cc1 (stereo unspecified)
  -1	0.0	2	0	98	-1	0	-3.9	3	1
50: COCCNc1nc(Oc2cccc3ccccc23)c2sccc2n1
  -5	0.4	-3	-6	94	-4	-2	0.5	-4	-4
51: O=C(COC(=O)c1ccc2c(c1)OCCO2)NCCc1ccccc1
  -4	-0.1	0	-2	99	0	-4	-0.3	7	-1
52: S=c1nc2c(n[nH]1)c1ccccc1n2CCc1ccccc1
  8	0.2	7	-7	98	4	16	-0.2	13	-3
53: CCOC(=O)/C=C/CN(C(=O)OC(C)(C)C)S(=O)(=O)N1CC=CC1
  2	0.0	-2	11	101	-1	6	-0.4	.	-3
54: O=C(COc1ccccc1Cl)Nc1ccc2c(c1)C(=O)NC2=O
  -2	0.0	-2	.	106	7	0	-0.2	10	1
55: CCN(CC)C(=O)C1CCC(CNS(=O)(=O)c2cccc3cccnc23)CC1 (stereo unspecified)
  3	0.2	-1	24	106	-8	1	1.3	-6	2
56: C=CCn1c(N)cc(=O)nc1SCC(=O)NC(C)c1ccccc1 (stereo unspecified)
  -4	0.0	4	-7	99	-2	-4	0.1	1	2
57: COc1ccccc1OCCC(=O)OCC(=O)Nc1cc(S(=O)(=O)N(C)C)ccc1Cl
  -6	-0.1	4	-5	101	-5	-2	-0.8	.	0
58: CC(C)c1ccc(N(CC(=O)NCC2CCCO2)C(=O)Cn2nnc(-c3cccs3)n2)cc1 (stereo unspecified)
  5	0.5	0	-5	98	-1	0	-0.7	8	-1
59: CCCCOC(=O)C(C#N)c1nc2ccccc2nc1N1CCOCC1 (stereo unspecified)
  -3	-0.6	-7	-3	99	1	-4	0.8	4	1
60: O=C1OCC(c2ccccc2)=C1c1ccccc1[N+](=O)[O-]
  11	0.6	-2	7	96	-2	7	4.0	-7	1

More results follow.
Values in the order: H9c2 protect	aDG glyco up	PDI turbidity	CaV13 ICDI inh	ABCB6 inh MLPCN	HTR2A ag	Exocytosis inh	hiPSC survival	Vif inh	Glyco luc inh
61: O=C(C1=C(O)C(=O)N(CCOCCO)C1c1ccccn1)c1cccs1 (stereo unspecified)
  9	-0.1	5	-18	92	4	-1	-0.2	1	0
62: CC12COC3(C(N)=O)CC1CCC32C (stereo unspecified)
  -4	-0.1	-6	-7	99	2	2	0.1	1	2
63: O=C(CCc1nc2ccccc2c(=O)[nH]1)Nc1nc(-c2cccs2)cs1
  65*	0.1	6	-6	94	-3	0	0.5	-7	-2
64: Cc1cccc(Oc2ccc(N)cc2)c1
  -2	0.1	1	-4	93	3	-1	2.4	-1	-1
65: Cn1c(-c2ccc3c(c2)OCO3)c(C(=O)O)c(=O)c2ccccc21
  1	-0.2	-4	-5	98	7	1	-1.8	-2	0
66: Cc1cc(C(=O)NC2CC(C)(C)Cc3c2cnn3-c2ccc(F)cc2)no1 (stereo unspecified)
  -6	0.2	5	-8	94	1	1	-0.2	-13	0
67: COC(=O)CN(C#N)c1nc(NC(C)C)nc(OC)n1
  10	0.4	14	.	90	6	0	0.3	-1	1
